FXIa inh 1536: blocks human coagulation factor XIa protease activity; P03951; purified FXIa, Boc-Glu-Ala-Arg-AMC fluorogenic substrate; inhibition, % at 5 µM; 220,000 compounds, 0.14% hits;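 active means inhibition of at least 40%; inactive means inhibition below 40%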;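 further: fluorescence of freed AMC excited at 355 nm; 0% = enzyme without compound and 100% = no enzyme blank; many of its hits are not listed in these tables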
Furin inhibitor: inhibitors of human furin. P09958. purified furin, fluorogenic substrate cleavage. inhibition, % at 30 µM. 220,000 compounds, 0.061% hits. AID 463115; in the data active means inhibition above about 25%; further: inactives centre near -15
FXIIa inh 1536: factor XIIa (human) inhibition; P00748; inhibition, % at 5 µM; purified FXIIa, Boc-QGR-AMC fluorogenic substrate, 2 h; 220,000 compounds, 0.3% hits; in the data active means inhibition above about 40%;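 further: 0% = enzyme with no compound and 100% = blank without enzyme; many of its hits are not listed in these tables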
PERK inhibitor: blocks human PERK kinase; Q9NZJ5; CHO PERK-DD fusion, SEAP luminescence translation reporter; inhibition, % at 5.6 µM; 220,000 compounds, 0.17% hits; AID 1416;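 active means inhibition above the mean inhibition of all tested compounds plus 3 SD, set separately per screening campaign, cut at about 2.9% in these data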;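 further: PERK kinase domain activated by AP20187 dimerizer at 100 nM; 0% = DMSO with dimerizer and 100% = rapamycin at 8.4 µM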
Rad51 HR inh: Rad51 (human) homologous recombination inhibition; hRad51 DNA strand exchange, fluorescence dequenching; inhibition, % at 10 µM; 200,000 compounds, 0.085% hits; AID 1385;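 active means inhibition above 40% at the single screening dose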;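 further: 0% = DMSO control wells and 100% = blanks with heterologous ssDNA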
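Test system: preformed human Rad51 ssDNA filaments. Compound dosing: single dose, 10 µM final compound. Incubation: filaments 15 min 37 °C, then compound 30 min. Technique: FRET fluorescence dequenching, excitation 485 nm, emission 520 nm. Read-out basis: percent inhibition from fluorescence, normalised to plate control and blank means. Benchmarks: plate controls and plate blanks.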
Thrombin inh: inhibitors of human thrombin; P00734; alpha-thrombin, Boc-VPR-AMC fluorogenic substrate cleavage; inhibition, % at 5 µM; 220,000 compounds, 0.26% hits;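 active means inhibition at or above 40%; inactive means inhibition below 40%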;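 further: 0% = enzyme with no compound and 100% = wells without enzyme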
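signal = AMC fluorescence, 355/460 nm | material = human alpha-thrombin enzyme | control set = enzyme without compound as high, wells lacking enzyme as low | times = reaction at room temperature | read-out basis = percent inhibition scaled between no-compound controls and no-enzyme blanks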
Calpain2 inh: calpain II (pig) inhibition | purified calpain II, fluorogenic peptide substrate, 30 min | 220,000 compounds, 0.37% hits | inhibition, % at 16 µM;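 active means inhibition above about 50%, limit read from the data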
Cl transport mod: modulates chloride dependent transport by human KCC2; Q9H2X9; KCC2 cells, thallium flux FluoZin-2 fluorescence; B-score of Tl+ flux slope (higher = more flux/activation; lower = inhibition) at 10 µM; 190,000 compounds, 2.2% hits;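 active means thallium flux slope and its plate-corrected score both differing from the plate sample mean at a set confidence after two filtering rounds, in either direction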;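 further: slope of fluorescence scaled to starting intensity during 10 to 20 s after thallium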
Target sequence (Q9H2X9 whole entry, looked up): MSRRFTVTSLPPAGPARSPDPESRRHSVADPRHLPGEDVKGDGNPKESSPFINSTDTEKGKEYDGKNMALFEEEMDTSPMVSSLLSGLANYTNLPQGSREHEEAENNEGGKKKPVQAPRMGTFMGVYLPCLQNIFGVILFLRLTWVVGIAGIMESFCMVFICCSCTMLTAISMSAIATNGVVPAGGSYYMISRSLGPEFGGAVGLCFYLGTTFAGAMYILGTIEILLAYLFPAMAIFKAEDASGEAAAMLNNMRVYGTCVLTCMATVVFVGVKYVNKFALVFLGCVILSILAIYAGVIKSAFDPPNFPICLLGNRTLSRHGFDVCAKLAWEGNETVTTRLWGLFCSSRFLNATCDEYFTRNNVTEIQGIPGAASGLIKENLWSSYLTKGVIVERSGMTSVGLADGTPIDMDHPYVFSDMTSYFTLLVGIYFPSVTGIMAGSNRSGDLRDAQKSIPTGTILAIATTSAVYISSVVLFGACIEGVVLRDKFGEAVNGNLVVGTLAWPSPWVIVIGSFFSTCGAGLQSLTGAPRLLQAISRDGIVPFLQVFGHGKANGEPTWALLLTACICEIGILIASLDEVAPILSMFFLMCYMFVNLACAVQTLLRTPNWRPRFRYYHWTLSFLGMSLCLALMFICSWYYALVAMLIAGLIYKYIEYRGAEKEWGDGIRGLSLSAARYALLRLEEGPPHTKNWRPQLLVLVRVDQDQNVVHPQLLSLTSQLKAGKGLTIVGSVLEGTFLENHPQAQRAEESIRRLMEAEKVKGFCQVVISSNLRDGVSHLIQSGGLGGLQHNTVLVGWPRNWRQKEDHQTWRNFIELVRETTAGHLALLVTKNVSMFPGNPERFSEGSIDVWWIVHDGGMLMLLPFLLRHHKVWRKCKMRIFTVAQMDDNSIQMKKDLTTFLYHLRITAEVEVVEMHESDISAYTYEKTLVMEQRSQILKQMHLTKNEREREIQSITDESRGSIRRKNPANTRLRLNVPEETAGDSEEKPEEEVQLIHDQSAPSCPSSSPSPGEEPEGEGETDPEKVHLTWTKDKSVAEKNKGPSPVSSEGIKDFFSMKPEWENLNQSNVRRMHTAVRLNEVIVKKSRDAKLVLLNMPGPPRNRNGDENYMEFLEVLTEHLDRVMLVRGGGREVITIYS
hK5 inh: inhibitors of human kallikrein 5; Q9Y337; recombinant hK5, fluorogenic AMC substrate cleavage; inhibition, % at 5 µM; 210,000 compounds, 0.59% hits; AID 873;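 active means inhibition of 40% or more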;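 further: 0% = enzyme controls without compound and 100% = no-enzyme blanks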
Starred values were filed as active, the others as inactive; i = inactive; / = not tested or not shown; [ ] = dose if it differs, or a comment. Not all compounds are listed, so the mix of outcomes need not match the whole.

SMILES | FXIa inh 1536 | Furin inhibitor | FXIIa inh 1536 | PERK inhibitor | Rad51 HR inh | Thrombin inh | Calpain2 inh | Cl transport mod | hK5 inh
CCSc1nnc(NC(=O)C2C3CCC(C3)C2C(=O)O)s1 (stereo not drawn) | 13.5 | -19.1 | 5.7 | 1.2 | 4.9 | 3.2 | -12.9 | 0.109 | -15.5
COc1nc(N)nc(CC(=O)C2CC2)n1 | 6.3 | -15.0 | -3.7 | 0.2 | 5.2 | -1.7 | 0.5 | 1.01 | 8.8
CC(C)CC(=O)Nc1ccccc1Oc1ccccc1 | 2.8 | -14.1[20 µM] | 9.4 | -1.7 | -2.0 | 4.8 | 9.2 | / | -1.5
CCN(CC)S(=O)(=O)c1ccc(N2CCCC2)c(NS(=O)(=O)c2cccs2)c1 | 2.4 | -7.3 | 11.7 | 0.5 | -12.9 | -2.7 | 13.1 | -2.43 | 6.2
N=c1sccn1CC(=O)NC(c1ccccc1)c1ccccc1 | -2.3 | -25.8 | / | 0.1 | 0.1 | -7.1 | 14.3 | 1.67 | 2.6
Cc1ccc(N=C2NC(=O)/C(=C\c3ccsc3)S2)c(C)c1 | 2.4 | -16.6 | 6.3 | 0.5 | / | -3.2 | -20.2 | 0.0166 | -9.6
CC(C)=CCN1CCN(Cc2c(C)nn(C)c2Cl)CC1CCO (stereo not drawn) | -3.5 | -27.1 | 4.7 | -0.5 | -7.2 | -8.3 | 0.0 | 1.29 | -1.6
COc1ccc(-c2nnc(SCC(=O)NC(C)C)n2CC2CCCO2)cc1OC (stereo not drawn) | 4.6 | -12.8 | 12.1 | -0.5 | 6.1 | 3.8 | 35.0 | 0.211 | -4.1
Cc1cc(NC(=O)c2cccc(S(=O)(=O)N3CCOCC3)c2)no1 | -2.8 | -14.4[20 µM] | 0.0 | 0.1 | -0.8 | -7.0 | -25.0 | / | 2.6
CCOC(=O)N1CCN(C(=O)C2CCN(S(C)(=O)=O)CC2)CC1 | 3.2 | -30.8[20 µM] | 11.8 | 1.0 | 4.5 | -3.9 | -40.5 | -0.354 | 2.0
COC(=O)CCC(=O)NC(=S)Nc1ccc(S(=O)(=O)Nc2cc(OC)nc(OC)n2)cc1 | 19.1 | -15.4 | 1.8 | 1.2 | / | -5.3 | 17.0 | 1.25 | -14.6
COc1ccccc1-c1nnc(SCC(=O)Nc2ccccc2)o1 | -12.8 | -5.2[20 µM] | -12.3 | 1.4 | -1.2 | -1.8 | -3.3 | / | -13.1
CCOC(=O)NC1C=CS(=O)(=O)C1 (stereo not drawn) | 8.3 | -14.5 | 18.2 | 0.6 | -3.6 | 3.3 | -10.3 | / | -1.7
CN(C(=O)CSc1nnc(-c2n[nH]c3ccccc23)o1)c1ccccc1 | 9.6 | -14.4 | 0.4 | 0.3 | 2.5 | -4.1 | 3.0 | -1.89 | -15.6
CC1(C)C(=O)OC(c2c3ccccc3cc3ccccc23)C(C)(C)C1=O (stereo not drawn) | -0.9 | -25.8 | 0.8 | -1.1 | 9.9 | 0.6 | -4.5 | -0.288 | 0.3
O=C(NCC1CCCO1)C(c1cccs1)N(Cc1cccs1)C(=O)Cn1nnc(-c2cccs2)n1 (stereo not drawn) | 0.3 | -15.9[20 µM] | 5.0 | -0.8 | 1.0 | -3.0 | -8.2 | 0.292 | -8.5
COc1ccc(CCNC(=O)Cc2cc(OC)c(OC)cc2[N+](=O)[O-])cc1OC | 6.7 | -7.0[20 µM] | 11.2 | 0.4 | 12.2 | 2.0 | -11.6 | -0.57 | -9.9
CC(C)C(=O)N1CCN(c2ccc(NC(=O)COc3ccccc3[N+](=O)[O-])cc2)CC1 | -5.3 | -26.3 | / | 0.0 | 2.0 | -7.8 | -22.8 | -2.2 | -4.4
CS(=O)(=O)Nc1ccc(C2=NN(C(=O)c3ccco3)C(c3ccccc3)C2)cc1 (stereo not drawn) | 6.4 | 6.6 | 12.5 | -0.3 | 5.3 | 4.2 | 27.7 | -0.563 | -12.2
OCCCC1CCCN(Cc2cn[nH]c2-c2ccc(F)cc2F)C1 (stereo not drawn) | 1.0 | -29.9 | 6.1 | 2.6 | 22.3 | 0.0 | -27.9 | -0.164 | /
O=C(Nc1cccnc1N1CCOCC1)c1cccs1 | -0.3 | -6.5 | 7.2 | -0.1 | -9.7 | 2.7 | 16.9 | 0.0321 | -2.5
CC(=O)Nc1sc(NC(=O)c2ccc(Cl)cc2)nc1-c1cccs1 | 2.2 | -19.8[20 µM] | 11.2 | 0.3 | / | 2.2 | -110.8 | -0.148 | -7.1
CC(C)(C)OC(=O)N1CCCC1C(=O)N1CCc2ccccc21 (stereo not drawn) | 16.1 | 0.6[20 µM] | 27.9 | -1.1 | -22.5 | 1.1 | -2.8 | 0.76 | -21.3
CN1/C(=C\C(=O)COC(=O)Cn2nnc(-c3ccccc3)n2)C(C)(C)c2ccccc21 | 3.1 | 3.3 | 14.0 | -0.4 | -4.0 | 4.9 | -49.1 | 1.15 | -21.6
O=C(NN=C1CCC(=NNC(=O)c2cccnc2)CC1)c1cccnc1 | -0.8 | -30.3 | 7.1 | 0.3 | -0.5 | -6.6 | -22.3 | 0.0392 | 1.6
CCS(=O)(=O)N1CCN(Cc2c[nH]c3ccccc23)CC1 | -4.2 | -36.5 | 7.5 | 0.1 | / | -1.9 | -14.8 | 0.197 | 4.2
O=C(NCC(=O)N(Cc1ccco1)C(C(=O)NC1CCCC1)c1cccnc1)c1ccco1 (stereo not drawn) | 1.9 | -14.3[20 µM] | 15.0 | 0.4 | 1.1 | 12.1 | 27.7 | -0.92 | 6.5
CCOC(=O)Cc1nnc(NC(=O)C(CC)Sc2nnc3c4ccccc4n(C)c3n2)s1 (stereo not drawn) | 4.0 | -25.5[20 µM] | 2.1 | -1.3 | -2.5 | 0.7 | -66.0 | 0.393 | 4.3
CCOc1ccc2c(c1)/C(=N/N1C(=O)c3ccccc3C1=O)C(=O)N2 | 3.7 | -33.2 | 6.2 | 1.2 | 10.5 | -12.5 | -23.2 | 0.662 | -1.2
COC(=O)CN(n1cnnc1)S(=O)(=O)c1ccc(C)cc1 | 0.9 | -22.1[20 µM] | 6.9 | 1.0 | -0.8 | 1.0 | 0.7 | -0.189 | 10.1
O=C(NC(=S)NNS(=O)(=O)c1ccccc1)c1cccnc1 | 12.8 | -14.8 | 9.3 | 0.5 | -1.6 | -9.8 | -8.5 | 0.297 | -8.4
CCN(Cc1ccncc1)C(=O)CC1C(=O)NCCN1Cc1ccc(F)c(F)c1 (stereo not drawn) | 11.0 | -9.8 | 15.0 | -0.6 | 5.7 | -1.6 | 10.8 | 0.273 | /
Cc1ccc(C2NC(=O)CCC2[N+](=O)[O-])cc1 (stereo not drawn) | -1.9 | -10.3 | 5.6 | 1.9 | 0.5 | -3.2 | -24.1 | -0.374 | 0.2
O=S(=O)(c1ccc(Cl)cc1)c1nc(-c2ccco2)oc1N1CCOCC1 | 4.1 | -11.7 | 11.8 | 0.3 | 7.0 | 2.4 | 14.7 | -0.182 | 2.8
CCc1sc(NC(=O)c2cc3ccccc3oc2=O)nc1-c1cccs1 | 19.9 | -19.5 | 10.9 | 1.2 | 6.2 | 0.9 | 0.3 | 0.501 | -11.3
Cc1ccc2c(c1)c1c(n2CC(O)CN2CCC(C)CC2)CCCC1 (stereo not drawn) | 5.1 | -5.7 | 13.2 | -1.9 | / | 11.3 | 10.6 | 1.87 | 14.8
O=C1C(CCCNC(=S)NCc2ccccc2)NC(=S)N1Cc1ccccc1 (stereo not drawn) | 5.4 | -9.7 | 9.1 | 0.0 | 1.3 | -7.8 | 34.4 | -2.34 | -16.1
O=C(Cn1c(SCc2ccccc2)nc2ccccc21)N1CCOCC1 | 1.5 | -20.0[20 µM] | 8.8 | -0.1 | 2.2 | 1.5 | -3.8 | -0.0958 | -11.8
CSc1nc2n(n1)C(c1cccs1)C1=C(CCCC1=O)N2 (stereo not drawn) | 13.7 | -5.5 | 27.1 | 1.1 | / | 13.4 | -94.0 | -0.615 | 16.2
Brc1ccc(Nc2ncnc3[nH]ncc23)cc1 | 1.8 | -8.3 | 6.4 | 0.3 | 7.5 | -3.0 | 10.6 | -0.159 | 2.4
O=C(Nc1cccc(NS(=O)(=O)c2ccc(S(=O)(=O)NC3CC3)cc2)c1)c1ccccn1 | 0.7 | -22.2 | 20.8 | 0.5 | -3.7 | -7.8 | -27.3 | -1.84 | -12.9
O=C(c1ccccc1)C(Sc1ncn[nH]1)c1ccccc1 (stereo not drawn) | -5.8 | -4.2[20 µM] | -1.1 | 0.5 | 1.0 | -9.4 | 0.6 | -0.708 | 13.0
CS/C(=N\S(=O)(=O)c1ccccc1)c1ccccc1 | -1.1 | -6.1 | 7.3 | 0.9 | 1.5 | 1.4 | -9.0 | 0.165 | -18.2
Cc1cccc(NC(=O)CSc2nc3[nH]ncc3c(=O)[nH]2)c1 | 2.9 | 1.1 | 1.9 | 0.5 | 5.7 | -11.1 | 8.6 | 1.13 | -10.3
COC(=O)c1cnn2c(C(F)(F)F)cc(-c3ccco3)nc12 | 0.0 | -15.3[20 µM] | 9.2 | 0.2 | -7.2 | 0.6 | i | / | -0.6
CC(C)CC(C(=O)NC1CCCC1)N(Cc1cccs1)C(=O)c1snc(C(N)=O)c1N (stereo not drawn) | 10.6 | -15.3[20 µM] | 18.5 | -0.5 | 6.8 | 1.9 | -24.1 | -0.383 | -5.9
O=C(NN=C1CCCC1)C(=O)Nc1cccc(C(F)(F)F)c1 | -0.6 | -11.2[20 µM] | 9.9 | 0.8 | -0.2 | -2.6 | 19.7 | -1 | -4.0
CC(/C=C/c1ccc(N(C)C)cc1)=N\N=C(/N)SC1CC(=O)N(c2ccc(C(=O)O)cc2)C1=O (stereo not drawn) | -8.7 | -2.6 | 8.5 | 0.5 | -31.4 | -5.4 | -67.5 | 0.129 | -23.1
CCCc1cc(=O)[nH]c(SCC(=O)N(C)Cc2ccccc2)n1 | 0.8 | -12.3 | 1.3 | 0.1 | 2.5 | 3.7 | 6.4 | -1.33 | -10.9
CCN(CC)C(=O)c1cnn(-c2ccccc2)c1NC(=O)c1ccccc1F | -1.2 | -30.8[20 µM] | 10.7 | -0.8 | 1.3 | -2.8 | -4.5 | 0.499 | -10.2
CCOC(=O)N1CCC(Nc2c(NCCCN(CC)Cc3ccccc3)c(=O)c2=O)CC1 | 3.0 | -12.1 | 10.4 | 1.3 | -1.4 | -4.0 | -5.9 | 1.13 | -7.6
CCOc1ccc(S(=O)(=O)Nc2cc(S(=O)(=O)N(CC)CC)ccc2N2CCCC2)cc1 | 2.2 | -1.9 | 1.1 | -0.9 | 11.2 | -11.5 | 6.6 | 0.87 | -16.3
O=S(=O)(c1ccccc1F)N1CCN(c2nc3ccccc3s2)CC1 | 1.6 | -16.3 | 8.3 | 0.3 | -16.7 | -8.5 | -8.3 | 0.156 | 2.2
Cc1ccn2c(CNCCCn3cccn3)c(C(=O)N3CCCCCC3)nc2c1 | -3.8 | -32.4 | 6.3 | -0.1 | 0.2 | -6.3 | -26.1 | -0.53 | 0.7

2 of these compounds, set out differently:
CCN(CC)S(=O)(=O)c1ccc(N2CCCC2)c(NS(=O)(=O)c2cccs2)c1
  FXIa inh 1536: 2.4	Furin inhibitor: -7.3	FXIIa inh 1536: 11.7	PERK inhibitor: 0.5	Rad51 HR inh: -12.9	Thrombin inh: -2.7	Calpain2 inh: 13.1	Cl transport mod: -2.43	hK5 inh: 6.2
N=c1sccn1CC(=O)NC(c1ccccc1)c1ccccc1
  FXIa inh 1536: -2.3	Furin inhibitor: -25.8	FXIIa inh 1536: /	PERK inhibitor: 0.1	Rad51 HR inh: 0.1	Thrombin inh: -7.1	Calpain2 inh: 14.3	Cl transport mod: 1.67	hK5 inh: 2.6

Bioassay records (PubChem)
